# TDP1 block: TDP1 (human) enzyme inhibition. Q9NUW8. recombinant TDP1, AlphaScreen DNA substrate cleavage. Potency, µM (highest dose often 130 µM), for the others: at the top dose activity change, negative = inhibition, usual class: inhibitors. 0.28% of 350,000 active; also: nearly all actives have a fitted effect of over 40% in size
# Target sequence (Q9NUW8 whole entry, looked up): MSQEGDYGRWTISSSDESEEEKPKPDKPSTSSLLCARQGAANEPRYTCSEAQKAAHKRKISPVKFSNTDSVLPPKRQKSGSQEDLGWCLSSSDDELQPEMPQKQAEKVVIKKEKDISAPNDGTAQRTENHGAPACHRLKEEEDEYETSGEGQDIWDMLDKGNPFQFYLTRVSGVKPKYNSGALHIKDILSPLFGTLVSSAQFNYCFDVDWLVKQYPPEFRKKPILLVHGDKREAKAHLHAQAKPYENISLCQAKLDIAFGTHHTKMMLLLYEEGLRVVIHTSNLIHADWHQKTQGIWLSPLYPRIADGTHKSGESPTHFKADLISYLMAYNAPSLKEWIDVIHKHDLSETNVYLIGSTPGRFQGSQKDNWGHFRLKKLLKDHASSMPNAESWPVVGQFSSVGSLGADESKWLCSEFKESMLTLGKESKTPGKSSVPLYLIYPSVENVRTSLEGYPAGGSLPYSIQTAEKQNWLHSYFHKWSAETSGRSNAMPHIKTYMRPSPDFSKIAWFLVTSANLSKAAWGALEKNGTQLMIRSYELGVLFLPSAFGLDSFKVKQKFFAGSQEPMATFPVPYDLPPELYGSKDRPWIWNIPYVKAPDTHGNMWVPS
#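 Tdp1 1 nM final; 15 min RT w/ cpd; substrate 15 nM, 5 min; beads 10 ug/ml, 10 min; AlphaScreen read. Neg ctrl: no enzyme.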
# DT40 TDP1 CPT: DT40-hTDP1 cell growth loss with CPT; chicken DT40 Tdp1-/-;hTDP1 cells + 20 nM CPT, ATP luminescence, 48 h; Potency, µM (titrated, usually from 46.2 µM), without a hit: top-dose activity change, negative = growth inhibition, actives largely listed as inhibitors; 12% of 420,000 active; also: nearly all actives have a fitted effect of over 55% in size
#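 Chicken DT40 Tdp1-/- cells stably complemented with human TDP1 were seeded at 400 cells/well in medium containing 20 nM camptothecin, exposed to pin-transferred compounds, and grown at 37 °C for at least 48 hr. Viability was read as ATP luminescence.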
# DT40 TDP1 no CPT: qHTS for Inhibitors of human tyrosyl-DNA phosphodiesterase 1 (TDP1): qHTS in cells in absence of CPT | 15% of 420,000 active | DT40 Tdp1-/- hTDP1 cells, no CPT, ATP luminescence, 48 h | Potency, µM (series often up to 46.2 µM), inactives show top-dose activity change, negative = growth inhibition, actives largely listed as inhibitors; also: nearly all actives have a fitted effect of over 55% in size
#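 No-CPT arm: Tdp1-/-;hTDP1 DT40 cells (400/well) plus compounds, incubated ≥48 hr at 37 °C. Readout CellTiter-Glo luminescence.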
# The depositor's hits bear a star; ? = inconclusive; . = not tested or not shown; [ ] = another dose, or the depositor's remark. Calls follow the shape of the dose curve; as a rule, active = well fitted curve in the direction sought with a large enough effect; inconclusive = small, poorly fitted or top-dose-only effect, or another doubt; inactive = no such curve, though single readings can be large; an effect the other way counts as inactive or inconclusive. % is scaled to controls: 0 for no effect and ±100 for the full control effect; potency is read from the fitted curve at half-maximal effect.
cpd	Molecule	TDP1 block	DT40 TDP1 CPT	DT40 TDP1 no CPT
1	CC[C@]12c3[nH]c4ccccc4c3CCN1C(=O)C(CC(=O)NC/C=C(\C)CCC=C(C)C)C[C@@H]2C(=O)N1CCN(C(=O)C2CC2)CC1 (some centres not stated)	3%	21µM*	15µM*
2	Cn1cc(Cl)c(-c2n[nH]c(=S)n2C2CCCCC2)n1	5%	0%	13%
3	Cc1cc(C)cc(NC(=O)c2cccc(NC3=NC4CS(=O)(=O)CC4S3)c2)c1 (configuration not stated)	.	0%	-29%
4	O=C1CNCc2[nH]c3ccccc3c2N1c1ccccc1	8%	-6%	-25%
5	Cc1ccc(OCC(=O)Nc2ccc3nc(SCC(=O)N4CCOCC4)sc3c2)cc1	-4%	?	21µM*
6	CC(=O)c1ccc(OCc2c(-c3ccccc3)nnn2CC(=O)NS(=O)(=O)c2ccccc2C)cc1	.	-5%	-16%
7	O=C(CCNS(=O)(=O)c1cccc(C(F)(F)F)c1)NC1CC1	2%	-3%	18%
8	Cc1ccc(CS(=O)(=O)c2ncn[nH]2)cc1	1%	14%	5%
9	COc1ccc2[nH]cc(CCO)c2c1	15%	1%	-14%
10	Cc1ccc(C(=O)OCC(=O)NC(=O)NCc2ccccc2)cc1C	-1%	2%	12%
11	CCCNC(=O)COC(=O)c1ccc(N2CCCC2)c([N+](=O)[O-])c1	-4%	-2%	?
12	Cc1ccc(S(=O)(=O)N(CC(=O)N(C(C)C)C(C)C)C(=O)N2CCN(C)CC2)cc1	1%	9%	9%
13	Cc1ccc(NC(=O)NCCN2CCN(c3ccccc3)CC2)cc1Cl	.	?	?
14	CCN1C(=O)/C(=C\c2cccs2)C(C(=O)OC)=C1C	2%	1%	?
15	Cc1ccccc1OCCn1c(C)nc2ccccc21	.	?	?

# Next section (five carried over from the part before).
cpd	Molecule	TDP1 block	DT40 TDP1 CPT	DT40 TDP1 no CPT
11	CCCNC(=O)COC(=O)c1ccc(N2CCCC2)c([N+](=O)[O-])c1	-4%	-2%	?
12	Cc1ccc(S(=O)(=O)N(CC(=O)N(C(C)C)C(C)C)C(=O)N2CCN(C)CC2)cc1	1%	9%	9%
13	Cc1ccc(NC(=O)NCCN2CCN(c3ccccc3)CC2)cc1Cl	.	?	?
14	CCN1C(=O)/C(=C\c2cccs2)C(C(=O)OC)=C1C	2%	1%	?
15	Cc1ccccc1OCCn1c(C)nc2ccccc21	.	?	?
16	COc1ccccc1NC(=O)NCC(=O)Nc1c(C)cccc1C	-8%	-4%	-4%
17	CCCC(=O)n1nc(-c2ccco2)nc1SCc1ccccc1	3%	3.7µM*	?
18	COC(=O)c1ccc(N=Cc2c(C(F)(F)F)[nH][nH]c2=O)cc1	4%	14%	-18%
19	COC(=O)C(=Nc1ccccc1)/C(C(=O)C(=O)N(C)c1ccccc1)=C(\O)c1ccccc1	4%	25%	7%
20	Cc1noc(C)c1S(=O)(=O)N1CCN(c2ccc([N+](=O)[O-])cc2)CC1	1%	-4%	?
21	Cc1ccc(C)c(-c2csc(-c3c(N)c(C(=O)c4ccc5c(c4)OCO5)n4ccccc34)n2)c1	3%	?	?
22	CCc1ccc(-n2c(=O)c3c(C)c(C(=O)N(C)C)sc3n(CC(=O)NCC3CCCO3)c2=O)cc1 (configuration not stated)	0%	-2%	-20%
23	COc1ccc(OCC(O)CNC(=O)c2ccc(OC)cc2)cc1 (configuration not stated)	5%	-21%	11%
24	CC(C)=CCC/C(C)=C/CNC(=O)C[C@H]1C[C@H](C(=O)N2CCOCC2)[C@@]2(CCC3CCCC3)c3[nH]c4cc(-c5ccco5)ccc4c3CCN2C1=O	1%[56.1 µM]	18µM*	?
25	CCc1ccc2c(c1)C(c1ccc([N+](=O)[O-])cc1)=NNC(c1ccc(F)cc1)=N2	0%	21µM*	?
26	CCn1c(N)c(C(=O)NCc2cccnc2)sc1=S	-5%	2%	-17%
27	CCCCn1c(N)c(N(CC(C)C)C(=O)CCCc2nc3ccccc3s2)c(=O)[nH]c1=O	-12%	4%	0%
28	Cc1ccc2[nH]nc(C(=O)N3CCCC(C(=O)c4ccc(Cl)cc4)C3)c2c1 (configuration not stated)	0%	?	16µM*
29	COc1cccc(-c2ccc(SCC(=O)N3CCN(c4ccccc4)CC3)nn2)c1	3%	16µM*	16µM*
30	COc1ccc(OC)c(NC(=O)CN2C(=O)CCc3cc(S(=O)(=O)N4CCCCC4)ccc32)c1	6%	26µM*	?
31	Cc1cc(C(=O)C(=O)NC(C)C)c(C)n1-c1ccc([N+](=O)[O-])cc1	0%	-16%	-21%
32	S=c1[nH]nc(-c2ccco2)n1/N=C/C(Cl)=C/c1ccccc1	11%	?	15µM*
33	CCC(NC(=O)CCCc1ccccc1)c1ccccc1 (configuration not stated)	6%	-17%	?
34	CCOC(=O)[C@@H]1[C@H]2COc3ccccc3[C@H]2N2C(=O)N(c3ccc(F)cc3)C(=O)[C@]12C	.	-22%	-17%
35	COc1cc(NC(=O)c2cccc3c2C(=O)N(Cc2cccnc2)C3)cc(OC)c1OC	5%	?	?
36	Cc1ccc(/C(N)=N/OC(=O)c2cccs2)cc1	0%	23µM*	21µM*
37	CS(=O)(=O)N1CCN(c2ccc(NC(=O)c3cc4ccccc4o3)cc2)CC1	3%	-26%	5%
38	COc1ccc(C(O)c2nccn2Cc2ccccc2)cc1 (configuration not stated)	3%	-29%	-14%
39	CC1CCC2(CC1)NC(=O)N(CC(=O)N1CCN(S(=O)(=O)c3ccc4c(c3)CCC4)CC1)C2=O (configuration not stated)	0%	?	?
40	C=CCNC(=S)Nc1ccc(Br)cc1F	1%	-23%	?
41	CS(=O)(=O)N1CCCC(C(=O)NCCCN2CCC(Cc3ccccc3)CC2)C1 (configuration not stated)	-3%	-7%	-8%
42	COc1ccc(CNCC(O)(c2ccc(F)cc2)c2ccc(F)cc2)cc1OC	.	?	16µM*
43	Oc1ccc(CN2CCCc3ccccc32)c2cccnc12	9%	3.7µM*	4.6µM*
44	Fc1ccc(C2Nc3cccc4cccc(c34)N2)cc1	.	?	?
45	COc1ccc([C@H]2CC(=O)C=C(c3cc(Cl)cc(Cl)c3)C2)cc1	0%	?	?
46	O=C(Nc1cccnc1)c1cccc(S(=O)(=O)Nc2cccc(Cl)c2)c1	0%	?	?
47	Cc1cccc(C)c1OCc1cc(C(=O)N2CCN(Cc3nccn3C)CC2)no1	10%	-12%	-14%
48	CC(C)Oc1cc(F)ccc1-c1cc(C(=O)NCC2CCCCC2)[nH]n1	.	-22%	?
49	COc1ccc(NC(=O)CCS(=O)(=O)c2nc(-c3ccc4c(c3)OCO4)cc(C(F)(F)F)n2)c(OC)c1	0%	?	?
50	C[C@H](CO)N1C[C@H](C)[C@@H](CN(C)C(=O)Nc2ccc3c(c2)OCO3)Oc2ccc(NC(=O)Nc3ccc(C(F)(F)F)cc3)cc2C1=O	5%	?	?
51	CCOc1cc(-c2nc(C)c(C(C)=O)n2O)ccc1OCC(=O)Nc1ccccc1	8%	?	?
52	CCOc1ccc(Nc2c3c(nc4ncnn24)CC(C)CC3)cc1 (configuration not stated)	0%	?	?
53	Cc1ccc(-n2c(SCC(=O)NCCN3C(=O)CSC3=O)nnc2-c2cccc(C)c2)cc1	3%	?	?
54	CCc1nn2c(=O)cc(CSCC(=O)Nc3ccccc3Cl)nc2s1	1%	14%	10%
55	O=C(CCNS(=O)(=O)c1ccc(Br)s1)NCc1ccccc1Cl	3%	5%	-6%
56	CC(C)Oc1ccc(/C(O)=C2/C(=O)C(=O)N(CCN(C)C)C2c2cccs2)cc1 (configuration not stated)	-3%	6%	4%
57	CCCCCOc1ccc(/C=N/NC(=O)c2nnn(-c3nonc3N)c2CN2CCCCCC2)cc1	.	2%	-16%
58	O=C(NC1CCCC1)C(c1ccco1)N(Cc1ccccc1)C(=O)c1csnn1 (configuration not stated)	0%	-17%	0%
59	COc1ccc(C2CC(=O)C(C=NCCN3CCN(C(=S)Nc4ccccc4)CC3)=C(O)C2)cc1OC (configuration not stated)	3%	4%	0%
60	COc1ccc(Cl)cc1NC(=S)NCc1cccs1	6%	8%	-6%
61	CC(=O)N1N=C(c2ccc(C)c([N+](=O)[O-])c2)OC1(C)C	-1%	?	?
62	NC(=O)c1nsc(C(=O)N(c2cccc(F)c2)C(C(=O)NC2CCCC2)c2ccc(O)cc2)c1N (configuration not stated)	-17%	-27%	-19%
63	CCCCN1C(=O)C(=O)N(CC(=O)NC2CCCc3ccccc32)C1=O (configuration not stated)	10%	-1%	-17%
64	Cc1ccc(CNC(=O)C2CCCN(C(=O)N(C)C)C2)cc1 (configuration not stated)	4%	5%	1%
65	COc1cccc2cc(CC(=O)c3ccccc3)c(=O)oc12	.	-2%	-4%
66	CCOc1ccc(NC(=O)CCCn2c(C)c3cnn(-c4ccccc4)c(=O)c3c2C)cc1	5%	?	?
67	COc1ccc(CC(=O)NC2=NCCS2)cc1	2%	4%	-2%
68	COc1ccc(C[C@H]2CN3C(=NC[C@H]3Cc3ccccc3)N2CCNC(=O)c2ccc(C)c(Br)c2)cc1	2%	21µM*	15µM*
69	COc1ccccc1-c1noc(CCCC(=O)NC2CCCC2)n1	0%[0.0935 µM]	-7%	?
70	Cc1ccc(-c2ccc(CCC(=O)O)n2CC2CCCO2)cc1 (configuration not stated)	5%	-27%	-9%
71	Cc1cc(C)c2c(NC(=O)C3CC3)nn(C)c2n1	8%	-6%	14%
72	COCCNC(=O)c1c[nH]c2ccc(S(=O)(=O)N3CCC4(CC3)OCCO4)cc2c1=O	5%	-7%	-18%
73	CC(=NN(Cc1ccccc1)c1ccccc1)c1ccccc1	.	0%	-16%
74	CCOc1ccc(-n2c(C)nc3c(cnn3-c3ccc(Cl)cc3)c2=O)cc1	5%	-12%	-21%
75	Cc1ccccc1C(=O)OC1CCCN(C)C1 (configuration not stated)	.	6%	15%

# Laid out differently: entries from further up.
(43) Oc1ccc(CN2CCCc3ccccc32)c2cccnc12
(60) COc1ccc(Cl)cc1NC(=S)NCc1cccs1
(46) O=C(Nc1cccnc1)c1cccc(S(=O)(=O)Nc2cccc(Cl)c2)c1
(14) CCN1C(=O)/C(=C\c2cccs2)C(C(=O)OC)=C1C
(1) CC[C@]12c3[nH]c4ccccc4c3CCN1C(=O)C(CC(=O)NC/C=C(\C)CCC=C(C)C)C[C@@H]2C(=O)N1CCN(C(=O)C2CC2)CC1 (some centres not stated)
(57) CCCCCOc1ccc(/C=N/NC(=O)c2nnn(-c3nonc3N)c2CN2CCCCCC2)cc1
assay / compound	43	60	46	14	1	57
TDP1 block	9%	6%	0%	2%	3%	.
DT40 TDP1 CPT	3.7µM*	8%	?	1%	21µM*	2%
DT40 TDP1 no CPT	4.6µM*	-6%	?	?	15µM*	-16%

# (more compounds)
cpd	Molecule	TDP1 block	DT40 TDP1 CPT	DT40 TDP1 no CPT
76	CC1=NN(c2ccccc2)C(=O)/C1=C\N1CC(C)OC(C)C1 (configuration not stated)	4%	-23%	-27%
77	O=C(N/N=C/c1ccc(OCCCF)cc1)c1ccc(C(F)(F)F)cc1	0%	-6%	0%
78	Cn1c(=O)oc2cc(S(=O)(=O)Nc3ccc(Cl)cc3)ccc21	.	-27%	-24%
79	CCOC(=O)c1nc(N)c(=O)n(-c2ccccc2)n1	4%	-18%	3%
80	Cc1cccc(N2CCN(C(=O)c3ccc(CNc4c(N5CCC(C)CC5)c(=O)c4=O)cc3)CC2C)c1 (configuration not stated)	11%	21µM*	?
81	OC[C@@H]1CN(CCc2ccccc2)C[C@H](n2cnc3c(NCc4ccc(F)cc4)ncnc32)O1	.	?	?
82	O=C(Nc1ccncc1)c1cc2ccccc2cc1O	.	?	12µM*
83	Cc1ccc2nc(-c3ccccc3)oc(=O)c2c1	.	1%	-20%
84	CC(C)Sc1nc(NCc2ccco2)c2c3c(sc2n1)COC(C)(C)C3	2%	26µM*	15µM*
85	Cc1ccc2oc(=O)c(/C=C(\O)C(C)(C)C)nc2c1	8%	-13%	-6%
86	C[C@H]1CN([C@@H](C)CO)C(=O)CCCn2cc(nn2)CO[C@@H]1CN(C)C(=O)Nc1ccc(N2CCCCC2)cc1	.	-3%	23%
87	CC(C)(C)OC(=O)NCCCCCNC(=O)c1ncn2c1c(=O)[nH]c1ccccc12	.	?	21µM*
88	Cc1onc(-c2c(F)cccc2Cl)c1C(=O)OCC(=O)c1c(N)n(C)c(=O)n(C)c1=O	4%	?	?
89	CC(=O)N1CCN(S(=O)(=O)c2c(C)n(C)c(=O)n(C)c2=O)CC1	0%	22%	-3%
90	Cc1cc2nc(/N=C(\N)NC(=O)C(C)C)nc(C)c2cc1C	5%	?	?
91	CC(=O)NCCNc1ncncc1-c1ccccc1C	.	-14%	1%
92	O=C(CSc1nc2ccccc2s1)N1CCOCC1	0%	-7%	2%
93	O=C(NCc1ccc2c(c1)OCO2)c1n[nH]c(=O)c2ccccc12	-5%	?	?
